Assay outcomes (PubChem)
CHO-K1 Ca PAM: nonselective calcium activators in parental CHO-K1 cells, primary screen, counter-screen for M1 PAM project, cell-based, Fluo-8 calcium fluorescence, full deck, 1536-well. ATP EC20; 0% at ATP EC20, 100% at ATP max. activation, % at 3 µM. 360,000 compounds, 0.02% hits. AID 602247, 2012;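 active = activation above the run cutoff, the mean activation of all test compounds plus 3 SD, cut at about 40% in these data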;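 note: peak over basal fluorescence ratio in a 140 s read after ATP addition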
CHO parental Ca: ATP-evoked calcium signal inhibitors, parental CHO, primary screen, counter-screen for OX1R antagonist project, cell-based, fluorescence, Fluo-8 calcium dye; parental CHO-K1, ATP-induced calcium, Fluo-8 fluorescence; inhibition, % at 5.6 µM; 330,000 compounds, 0.63% hits; AID 463079, 2010;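 active = inhibition above that plate's mean sample inhibition plus 3 SD, cut at about 26% in these data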;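 note: 0% = ATP-challenged DMSO wells and 100% = DMSO wells without ATP; some compounds past the cut are filed as inactive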
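Material: Parental CHO cells | Reagent: ATP | Compound dosing: Single nominal dose of 5.6 µM per compound | Detection: Intracellular calcium via Fluo-8 no-wash fluorescent dye | Read-out: % inhibition of ATP-induced calcium mobilization | Benchmarks: Low control ATP plus DMSO, high control DMSO only | Replicates: Singlicate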
TAAR1 agonist: human TAAR1 agonists, primary screen, Fluo-8 calcium fluorescence, CHO RD-HGA16 cells; Trace amine-associated receptor 1 (Homo sapiens), Q96RJ0; vehicle wells 0%, saturating PEA agonist 100%; activation, % at 3 µM; 360,000 compounds, 0.99% hits; AID 624467, 2012;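 active = activation above the mean activation of all test compounds in the run plus 3 SD, cut at about 38% in these data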
Target sequence (Q96RJ0 whole entry, looked up): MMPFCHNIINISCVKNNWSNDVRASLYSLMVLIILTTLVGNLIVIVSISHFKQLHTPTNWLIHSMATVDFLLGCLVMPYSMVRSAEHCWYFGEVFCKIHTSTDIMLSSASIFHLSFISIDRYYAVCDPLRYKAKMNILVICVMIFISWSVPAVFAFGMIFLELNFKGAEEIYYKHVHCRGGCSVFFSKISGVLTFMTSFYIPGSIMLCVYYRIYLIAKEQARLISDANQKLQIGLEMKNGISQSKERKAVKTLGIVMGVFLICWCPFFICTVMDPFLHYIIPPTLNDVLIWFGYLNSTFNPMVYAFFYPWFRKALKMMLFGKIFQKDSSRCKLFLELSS
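Repeats: no replicates (n 1) | Material: CHO-derived RD-HGA16 cells with stable Gα16 and human TAAR1 | Technique: Kinetic Fluo-8 calcium fluorescence | Schedule: 17-24 h seeding, 75 min 37 °C dye, 30 min RT | Evaluation: % activation from peak over basal fluorescence ratio, DMSO-to-PEA scaled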
CHO-K1 Ca antag: M1 antagonist counterscreen hit in parental CHO-K1 cells. inhibition, % at 3 µM. ATP-induced calcium, Fluo-8 fluorescence. 360,000 compounds, 0.6% hits;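 active = inhibition above a per-plate cutoff, the plate's mean sample inhibition plus 3 SD, cut at about 24% in these data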;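 note: 0% = DMSO plus EC80 ATP and 100% = DMSO alone without ATP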
OXTR potentiate: human OXTR potentiators, primary screen, fluorescence, CHO-OTR cells, Fluo-8 calcium; Fluo-8 calcium fluorescence, potentiator mode; 0% = oxytocin EC15, 100% = EC100; activation, % at 3 µM; 320,000 compounds, 0.061% hits;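 active = activation above that plate's cutoff, the mean activation of tested compounds plus 3 SD, cut at about 6.6% in these data, passing the limit was not always enough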;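 note: 100% uses oxytocin at 75 nM as the full agonist control; some results filed as inactive read as strong as hits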
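Material: human OTR in CHO cells. Compound: 3.0 µM, one dose. Timing: compound 6 min at room temperature before oxytocin, 100 s read. Evaluation: % activation of max/min ratio relative to oxytocin controls. Replication: single well per compound, singlicate. Signal: Fluo-8 calcium dye fluorescence.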
M1 antag: human M1 muscarinic receptor antagonists, primary screen, CHO-K1 cells, Fluo-8 calcium fluorescence, 1536-well; Muscarinic acetylcholine receptor M1 (Homo sapiens), P11229; CHO-K1 hM1, ACh EC80 antagonist; inhibition, % at 3 µM; 360,000 compounds, 1.3% hits; AID 588852, 2011;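 active = percent inhibition above its own plate's cutoff, namely the mean of that plate's compound wells plus 3 SD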;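 note: peak over basal fluorescence ratio during 140 s after agonist addition; 0% = ACh EC80 plus DMSO and 100% = DMSO alone without agonist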
Target sequence (P11229 whole entry, looked up): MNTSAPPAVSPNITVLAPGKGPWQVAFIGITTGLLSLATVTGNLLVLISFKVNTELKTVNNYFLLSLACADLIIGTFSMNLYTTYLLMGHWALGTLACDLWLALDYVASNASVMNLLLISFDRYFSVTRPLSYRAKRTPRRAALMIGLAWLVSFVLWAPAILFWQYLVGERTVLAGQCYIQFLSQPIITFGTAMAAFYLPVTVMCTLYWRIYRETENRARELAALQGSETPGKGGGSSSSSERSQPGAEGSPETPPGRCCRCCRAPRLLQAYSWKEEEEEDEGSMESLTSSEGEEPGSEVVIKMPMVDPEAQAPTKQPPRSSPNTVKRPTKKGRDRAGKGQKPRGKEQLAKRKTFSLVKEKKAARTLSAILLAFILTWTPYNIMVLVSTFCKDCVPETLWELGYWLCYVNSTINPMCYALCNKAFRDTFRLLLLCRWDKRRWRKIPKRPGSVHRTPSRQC
CHRM1 agonist: human M1 muscarinic receptor agonists, primary screen, Fluo-8 calcium fluorescence, CHO-K1 cells, HTS | activation, % at 3 µM | AID 588814, 2011 | 360,000 compounds, 0.33% hits | Muscarinic acetylcholine receptor M1 (Homo sapiens), P11229 | CHO-K1 hM1, agonist mode; 0% DMSO, 100% acetylcholine EC100;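 active = activation above the run's mean compound activation plus 3 SD, cut at about 16% in these data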;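 note: peak over basal fluorescence ratio within a 140 s kinetic read after compound addition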
M1 ag parental: counter-screen for M1 agonists: effect in parental CHO-K1 cells. Fluo-8 calcium fluorescence; scaled to maximal ATP response, vehicle zero. activation, % at 3 µM. 360,000 compounds, 0.48% hits. AID 602248, 2012; in the data active = activation above about 15%;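 note: untransfected CHO-K1 host cells lacking M1 receptor as counterscreen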
TAAR1 antag: human TAAR1 antagonists, primary screen, Fluo-8 calcium fluorescence, CHO RD-HGA16 cells | antagonist | 360,000 compounds, 1.5% hits | Trace amine-associated receptor 1 (Homo sapiens), Q96RJ0 | inhibition, % at 3 µM;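 active = inhibition above a per-plate cutoff, the mean inhibition of test compounds on that plate plus 3 SD, cut at about 49% in these data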;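 note: 0% = DMSO plus EC80 beta-PEA response and 100% = DMSO alone without agonist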
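System: CHO RD-HGA16 cells bearing hTAAR1. Reagent: EC80 β-phenethylamine stimulus. Schedule: seeding 17-24 h prior, 75-min 37 °C, 30-min RT dye loading. Signal: Fluo-8 intracellular calcium dye fluorescence, real-time kinetic reads. Read-out: % inhibition from peak post-agonist over basal fluorescence ratio. Benchmarks: vehicle wells and EC80 agonist wells. Replicates: n of 1.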
* = called active by the depositor; · = not tested or not shown.

cpd	compound	CHO-K1 Ca PAM	CHO parental Ca	TAAR1 agonist	CHO-K1 Ca antag	OXTR potentiate
1	Cc1cc2nc(-c3ccc(C#N)cc3)c(Cc3ccsc3)n2c(C)c1Br	22	·	-1	-18	·
2	Cc1ccc(-c2nc3ccccc3c(C(=O)NCc3cccs3)c2C)cc1	19	-31	14	-5	-15
3	Nc1c2c(nn1-c1ccc(C(=O)O)cc1)CNC2	11	5	2	-13	-12
4	O=C(O)c1cc(NC(=O)c2ccc3c(c2)C(=O)N(Cc2ccccc2)C3=O)cc(C(=O)O)c1	-10	0	1	-9	-2
5	CC(=O)Nc1cccc(-c2nc3ccccc3c(=O)o2)c1	4	5	9	-5	-3
6	Cc1cccc(C(=O)N2CCC(c3nc(-c4ccc(S(=O)(=O)N5CCOCC5)cc4)no3)CC2)c1	0	-11	0	-18	6
7	C[C@@H]1CN([C@@H](C)CO)C(=O)CCCn2nncc2CO[C@H]1CN(C)S(=O)(=O)c1cccc(F)c1	14	·	3	-13	·
8	CN(C)CCN1CC(C(=O)O)CC1=O (stereo not drawn)	15	-3	1	-4	-14

cpd	M1 antag	CHRM1 agonist	M1 ag parental	TAAR1 antag
1	·	·	2.1	-11
2	-7	-4	3.1	40
3	-23	-1	0.2	-19
4	-11	-2	0.1	-20
5	-6	-3	-0.4	1
6	-2	-1	1.7	-11
7	-4	-6	0.8	-10
8	-12	-3	0.2	-7

Random excerpt: 2 records from the list.
cpd	compound	CHO-K1 Ca PAM	CHO parental Ca	TAAR1 agonist	CHO-K1 Ca antag	OXTR potentiate
2	Cc1ccc(-c2nc3ccccc3c(C(=O)NCc3cccs3)c2C)cc1	19	-31	14	-5	-15
4	O=C(O)c1cc(NC(=O)c2ccc3c(c2)C(=O)N(Cc2ccccc2)C3=O)cc(C(=O)O)c1	-10	0	1	-9	-2

cpd	M1 antag	CHRM1 agonist	M1 ag parental	TAAR1 antag
2	-7	-4	3.1	40
4	-11	-2	0.1	-20

Additional results follow:
cpd	compound	CHO-K1 Ca PAM	CHO parental Ca	TAAR1 agonist	CHO-K1 Ca antag	OXTR potentiate
9	Cc1cc(C)cc(C(=O)Nc2nnc(SCC(=O)NCC3CCCO3)s2)c1 (stereo not drawn)	5	-15	1	-4	-2
10	CNC(=O)c1[nH]cnc1C(=O)N[C@@H](Cc1ccccc1)C(=O)OCc1ccccc1	2	-1	13	1	-16
11	O=C(NCc1ccccc1)C1=C[C@H](C2CC2)C[C@H](OCc2ccc(CO)cc2)O1	-3	2	8	-5	-1
12	COc1c2c(cc3oc(CO[C@@H]4O[C@H](CO)[C@@H](O)[C@H](O)[C@H]4O)cc(=O)c13)O[C@H](C(C)(C)O)C2	3	-2	10	-7	-3
13	COc1cc(/C=C2\SC(=Nc3ccccc3)N(Cc3ccco3)C2=O)ccc1OC(C)C(=O)O (stereo not drawn)	17	-6	4	-2	3
14	Cc1c(NC(=O)/C(=C/c2cccs2)NC(=O)c2ccccc2)c(=O)n(-c2ccccc2)n1C	17	-9	11	1	0
15	COc1ccccc1C(=O)NCCC(=O)N(C)CC(=O)Nc1ccccc1Br	-9	-18	0	2	-7
16	O=c1c2ccccc2[nH]c(=S)n1CCc1ccccc1	28	-10	3	-3	-4

cpd	M1 antag	CHRM1 agonist	M1 ag parental	TAAR1 antag
9	-19	-2	1.2	1
10	6	2	3.8	59*
11	8	-4	-0.2	3
12	-15	2	-0.6	-7
13	-9	3	0.3	-15
14	-4	-10	0.4	-6
15	2	-3	0.4	-2
16	2	-8	0.5	4

Some of the entries above in another layout:
9. Cc1cc(C)cc(C(=O)Nc2nnc(SCC(=O)NCC3CCCO3)s2)c1 (stereo not drawn)
  CHO-K1 Ca PAM: 5
  CHO parental Ca: -15
  TAAR1 agonist: 1
  CHO-K1 Ca antag: -4
  OXTR potentiate: -2
  M1 antag: -19
  CHRM1 agonist: -2
  M1 ag parental: 1.2
  TAAR1 antag: 1
10. CNC(=O)c1[nH]cnc1C(=O)N[C@@H](Cc1ccccc1)C(=O)OCc1ccccc1
  CHO-K1 Ca PAM: 2
  CHO parental Ca: -1
  TAAR1 agonist: 13
  CHO-K1 Ca antag: 1
  OXTR potentiate: -16
  M1 antag: 6
  CHRM1 agonist: 2
  M1 ag parental: 3.8
  TAAR1 antag: 59*
11. O=C(NCc1ccccc1)C1=C[C@H](C2CC2)C[C@H](OCc2ccc(CO)cc2)O1
  CHO-K1 Ca PAM: -3
  CHO parental Ca: 2
  TAAR1 agonist: 8
  CHO-K1 Ca antag: -5
  OXTR potentiate: -1
  M1 antag: 8
  CHRM1 agonist: -4
  M1 ag parental: -0.2
  TAAR1 antag: 3

More structures
cpd	compound	CHO-K1 Ca PAM	CHO parental Ca	TAAR1 agonist	CHO-K1 Ca antag	OXTR potentiate
17	N#CC1=C(N)NC(=S)C(C(N)=O)C1c1ccc([N+](=O)[O-])cc1 (stereo not drawn)	17	7	0	-11	-1
18	O=C(NC(Cc1ccccc1)C(=O)O)/C(=C/c1cccc(Br)c1)NC(=O)c1ccco1 (stereo not drawn)	13	-6	-3	-15	-2
19	COc1ccc(/C(C)=N/NC(=O)c2ccccc2OCc2ccccc2)c(OC)c1	15	-33	8	11	-1
20	COc1ccc2c(c1)c(C(=O)N/N=C/c1ccc(OC)c(OC)c1)c(C)n2C	14	-18	0	-4	-2
21	O=C(CCc1nc2ccccc2c(=O)[nH]1)OCc1nnc(-c2ccccc2)o1	2	-8	0	-4	-11
22	N#CCC(=O)Nc1ccc(C(=O)OCC(=O)Nc2sc3c(c2C#N)CCCC3)cc1	3	·	5	-8	·
23	COc1ccc2c(c1)c[n+](C)c1c3cc(OC)c(OC)cc3ccc21	9	·	1	-2	·
24	CC(C)N=C1SC(CC(=O)Nc2ccccc2)C(=O)N1C(C)C (stereo not drawn)	-8	-7	16	12	-11

cpd	M1 antag	CHRM1 agonist	M1 ag parental	TAAR1 antag
17	-3	-3	0.7	12
18	-7	1	0.1	-29
19	-4	-6	0.2	30
20	-5	-4	0.1	10
21	8	-3	0.1	-13
22	-17	3	1.5	4
23	·	·	1.6	8
24	26*	-1	5.3	57*

Remaining list, next part
cpd	compound	CHO-K1 Ca PAM	CHO parental Ca	TAAR1 agonist	CHO-K1 Ca antag	OXTR potentiate
25	COc1ccc(C)cc1NC(=O)C(=O)NNC(=O)COc1ccc(Cl)cc1	10	35*	11	-8	-11
26	COc1ccc(N2CCc3c(C)nc4c(OC)cccc4c32)cc1	-9	6	1	3	-10
27	O=S(=O)(Cc1ccccc1)N1CCCc2ccccc21	25	-22	9	-16	-14
28	CC(Sc1ncn[nH]1)C(=O)NCc1ccccc1 (stereo not drawn)	-11	-5	4	8	-8
29	CCOc1ccc(NC(=O)c2cccc(-n3cnnn3)c2)cc1	4	0	8	-1	-6
30	O=C(/C=C\c1cccs1)c1c(O)ccc2ccc(=O)oc12	20	-11	0	-1	-2
31	Cc1coc2c(C)c3oc(=O)c(CCC(=O)NCc4ccccn4)c(C)c3cc12	-5	-21	-2	5	1
32	COC(=O)C(OC(=O)c1ccc(OC)cc1)C(=O)OC	-7	0	11	7	5

cpd	M1 antag	CHRM1 agonist	M1 ag parental	TAAR1 antag
25	14	-4	-0.3	-16
26	29	-7	1.7	-28
27	-8	-5	0.4	-3
28	-3	-2	-0.3	-27
29	-9	-5	0.5	-1
30	5	-6	0.4	-14
31	22	-15	-1.1	-36
32	-8	-3	-0.1	8

(more compounds)
cpd	compound	CHO-K1 Ca PAM	CHO parental Ca	TAAR1 agonist	CHO-K1 Ca antag	OXTR potentiate
33	Cc1c(/C=N\NC(=O)C2COc3ccccc3O2)c2ccccc2n1C (stereo not drawn)	21	-4	2	-5	-6
34	COc1cc(C#Cc2c(-c3cncn3C)n(C)c3ccc(-c4ccc(OC)nc4)cc23)cc(OC)c1	-19	0	1	19	-5
35	CC1CCc2c(C(=O)Nc3ccccn3)csc2C1 (stereo not drawn)	17	-25	-3	-15	2
36	COc1ccc(C(=O)CSc2nnc(CNC(=O)c3ccccc3F)n2C)cc1OC	8	-3	1	-8	-2
37	CC(C)CCn1nnnc1CN1CCN(C(c2ccccc2)c2ccccc2)CC1	6	-12	0	-5	-11
38	COc1cccc(S(=O)(=O)N(C)C[C@H]2OCc3cn(nn3)CCCC(=O)N([C@@H](C)CO)C[C@@H]2C)c1	18	·	7	10	·
39	CN(C)N1C(=O)CC(C)(c2ccc([N+](=O)[O-])cc2)C1=O (stereo not drawn)	-8	-7	15	-7	1
40	CCOC(=O)C(NC(=O)c1ccccc1)(OCc1ccc(F)cc1)C(F)(F)F (stereo not drawn)	14	6	-1	-14	-3
41	CCn1nc(C)c(CNC(=O)C2CCC(=O)N(Cc3ccc(Cl)cc3)C2)c1C (stereo not drawn)	-22	-14	1	12	-6
42	COc1ccccc1C(=O)NC(=O)COC(=O)Cc1n[nH]c(=O)c2ccccc12	-12	16	3	9	-15
43	CC1CCN(C(=S)NC(=O)c2ccccc2)CC1	5	-11	1	-13	-5

cpd	M1 antag	CHRM1 agonist	M1 ag parental	TAAR1 antag
33	-9	-6	0.8	17
34	-11	-5	-0.4	39
35	-18	-6	0.2	-58
36	-8	-1	0.5	-27
37	9	-6	0.6	14
38	-2	3	0.4	-6
39	23	-4	0.0	-6
40	-8	-11	0.5	-27
41	1	-4	0.0	0
42	-27	0	0.2	-6
43	-3	-3	0.0	-10
